Screening data (PubChem BioAssay)
mIDH1 inhibitor = human IDH1 R132H inhibition | Potency, µM (doses to about 76.6 µM), without a hit: top-dose activity change, negative = inhibition, actives largely listed as inhibitors | hit rate 0.093% among 390,000 | O75874 | IDH1-R132H enzyme, NADPH consumption, diaphorase/resazurin fluorescence; note: % is set by controls: 0 for no effect and ±100 for the full control effect; nearly all actives have a fitted effect of over 65% in size
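IDH1-R132H (0.5 ug/mL dispensed) in pH 7.5 Tris buffer was preincubated 30 min with compound, then given a substrate mix of 0.016 mM NADPH and 2 mM alpha-KG for 80 min at room temperature; remaining NADPH was read by diaphorase/resazurin fluorescence.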
Vif-APOBEC3G blk = inhibitors of Vif-APOBEC3G interaction | HeLa A3G-eYFP + Vif (tagged APOBEC3G with the HIV-1 protein that degrades it), YFP fluorescence, overnight | hit rate 0.076% among 410,000 | Q9HC16 | AID 602310 | Potency, µM (top dose mostly 46.1 µM), for the others: top-dose activity, negative = active, most hits filed as inhibitors;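 note: % is set by controls: 0 for no effect and ±100 for the full control effect; nearly all actives have a fitted effect of over 60% in size; hits raise eYFP signal because A3G escapes Vif-driven loss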
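HeLa cells stably expressing Vif and C-terminally eYFP-tagged A3G, seeded overnight at 37 deg C, then exposed to compound by pintool overnight at 37 deg C. Rise in yellow fluorescence (Ex 488/Em 500-530, Acumen) marks blocked Vif-driven A3G degradation.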
rTrxR1 inhibitor = inhibitors of rat thioredoxin reductase 1. hit rate 1% among 390,000. O89049. recombinant rTrxR1, NADPH fluorescence consumption, selenite substrate. Potency, µM (titrated, usually from 114 µM), for inactives: at the highest dose activity change, negative = inhibition, actives largely listed as inhibitors; note: % is set by controls: 0 for no effect and ±100 for the full control effect; nearly all actives have a fitted effect of over 65% in size
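Rat TrxR1 (90 nM in the dispensed reagent) was pre-reduced with 400 uM NADPH for 5 min at room temperature, then incubated with compound for 15 min. After 400 uM selenite was added, NADPH fluorescence (Ex 340/Em 450 nm) was followed for 8 min.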
Vif-A3F inh = Vif-A3F binding inhibition; HeLa A3F-eYFP + Vif (tagged APOBEC3F with the HIV-1 protein that degrades it), YFP fluorescence increase; hit rate 0.2% among 390,000; Potency, µM (series often up to 46.1 µM), for inactives: at the highest dose activity, negative = active; note: % of control where 0% means no effect; nearly all actives have a fitted effect of over 65% in size
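HeLa cells stably expressing Vif plus C-terminally eYFP-tagged A3F were seeded, incubated overnight at 37 deg C, dosed with compound, incubated overnight again at 37 deg C. Yellow fluorescence (Ex 488/Em 500-530) reported blocked Vif-mediated A3F-eYFP degradation.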
RGS4 inhibitor = inhibitors of human regulator of G protein signaling 4 | P49798 | Transcreener GDP fluorescence polarization, RGS4-accelerated GTP hydrolysis | Potency, µM (highest dose often 114 µM), inactives show top-dose activity change, negative = inhibition, hits mostly inhibitors | hit rate 0.039% among 390,000 | AID 504845; note: % is set by controls: 0 for no effect and ±100 for the full control effect; nearly all actives have a fitted effect of over 75% in size; some results filed as inactive show a strong effect at the top dose
Target sequence (P49798 whole entry, looked up): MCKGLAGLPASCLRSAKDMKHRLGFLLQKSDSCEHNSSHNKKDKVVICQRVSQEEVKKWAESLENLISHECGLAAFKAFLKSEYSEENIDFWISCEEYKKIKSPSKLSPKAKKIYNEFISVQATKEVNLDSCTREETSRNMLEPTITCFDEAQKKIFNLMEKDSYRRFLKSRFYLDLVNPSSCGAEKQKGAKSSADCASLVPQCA
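MLSMR compounds (23 nl, pin-transferred) preincubated 10 min at room temperature with a 500nM (2x) first reagent, then RGS4 at 900nM (2x) plus Transcreener GDP mix added; fluorescence polarization (620/688 nm) read before and after 90 min at 30 °C.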
RXFP1 agonist = RXFP1 (human) receptor agonism; Potency, µM (highest dose often 57.5 µM), for the others: at the top dose activation, most hits filed as activators; hit rate 0.3% among 370,000; Q9HBX9; HEK293T-RXFP1 cAMP TR-FRET, 30 min; response scale: percent of porcine relaxin response, buffer zero; note: % is set by controls: 0 for no effect and ±100 for the full control effect; nearly all actives have a fitted effect of over 60% in size; many of its hits are not listed in these tables
Target sequence (Q9HBX9 whole entry, looked up): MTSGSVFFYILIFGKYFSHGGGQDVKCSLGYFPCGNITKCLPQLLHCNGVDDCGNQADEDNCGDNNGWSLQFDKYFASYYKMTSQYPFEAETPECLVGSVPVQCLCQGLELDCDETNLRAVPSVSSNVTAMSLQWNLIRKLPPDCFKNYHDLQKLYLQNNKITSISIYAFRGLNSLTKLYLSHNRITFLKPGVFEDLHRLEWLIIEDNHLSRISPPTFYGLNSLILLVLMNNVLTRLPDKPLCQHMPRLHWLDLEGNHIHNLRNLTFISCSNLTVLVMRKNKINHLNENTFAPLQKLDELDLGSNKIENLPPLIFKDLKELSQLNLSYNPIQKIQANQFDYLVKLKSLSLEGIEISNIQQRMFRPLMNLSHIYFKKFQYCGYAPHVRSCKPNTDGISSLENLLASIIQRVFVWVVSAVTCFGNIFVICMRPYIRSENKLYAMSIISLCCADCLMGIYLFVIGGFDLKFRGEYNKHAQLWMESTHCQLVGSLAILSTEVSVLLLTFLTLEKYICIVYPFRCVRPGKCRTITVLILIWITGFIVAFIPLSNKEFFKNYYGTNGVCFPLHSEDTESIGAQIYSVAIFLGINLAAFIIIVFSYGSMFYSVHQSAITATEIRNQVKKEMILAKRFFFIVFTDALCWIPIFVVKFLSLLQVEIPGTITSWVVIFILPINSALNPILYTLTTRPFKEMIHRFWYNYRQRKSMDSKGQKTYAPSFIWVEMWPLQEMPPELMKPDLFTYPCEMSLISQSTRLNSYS
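HEK293 cells stably expressing RXFP1, treated 30 min at 37C with compounds plus PDE4 inhibitor Ro 20174; cAMP measured by HTRF TR-FRET. Normalized to buffer and 29 nM porcine relaxin; EC50 by Hill fit.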
USP1-UAF1 inh = blocks the human USP1/UAF1 deubiquitinase complex; O94782; recombinant USP1/UAF1, Ub-Rhodamine cleavage fluorescence; Potency, µM (doses to about 57.1 µM), for inactives: at the highest dose activity change, negative = inhibition, hits mostly inhibitors; hit rate 0.23% among 390,000; AID 743255; note: % is set by controls: 0 for no effect and ±100 for the full control effect; nearly all actives have a fitted effect of over 60% in size; inactives centre near -12
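High-throughput fluorogenic screen: 1nM USP1/UAF1 complex, Ub-Rho substrate 150nM final, 50mM HEPES pH 7.8 with 0.5mM EDTA, 0.1 mg/ml BSA, 1mM TCEP and 0.01% Tween-20.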
12-LOX inh = blocks human arachidonate 12S-lipoxygenase | hit rate 1.1% among 580,000 | purified 12hLO, xylenol orange hydroperoxide absorbance | Potency, µM (top dose mostly 108 µM), for the others: top-dose activity change, negative = inhibition, actives largely listed as inhibitors | AID 1671190; note: % is set by controls: 0 for no effect and ±100 for the full control effect
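Purified human 12hLO (150 nM final) in 25 mM Hepes, 0.01% Triton X-100, pH 7.0 was preincubated 15 min at room temperature with compound. Then 40 uM arachidonic acid was added, 30 min. Hydroperoxide was read by Fe-XO absorbance ratio 573/405 nm.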
TrxR1 substrate = substrates of rat thioredoxin reductase 1; Potency, µM (titrated, usually from 114 µM), for the others: top-dose activity change, negative = substrate turnover; hit rate 0.01% among 390,000; O89049; purified TrxR1 substrate turnover, NADPH consumption readout; note: % is set by controls: 0 for no effect and ±100 for the full control effect; nearly all actives have a fitted effect of over 50% in size
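Rat TrxR1, dispensed at 90 nM, was prereduced with 400 uM NADPH (final) for 5 min at ~22 deg C, then incubated with compound 15 min before 400 uM selenite. A first-read NADPH fluorescence drop versus no-compound background flagged substrates.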
* marks the source's active call; other numbers are inactive results; ? = inconclusive; · = no result given; & = joins results of further samples; [ ] = another dose, or the depositor's remark. Calls come from the whole dose curve; as a rule, active = well fitted curve in the direction sought with a large enough effect; inconclusive = small, poorly fitted or top-dose-only effect, or another doubt; inactive = no such curve, though single readings can be large; an effect the other way counts as inactive or inconclusive. Potency is the fitted concentration of half-maximal effect. Only part of the results is shown; count on the stated rates, not on these rows.

SMILES	mIDH1 inhibitor	Vif-APOBEC3G blk	rTrxR1 inhibitor	Vif-A3F inh	RGS4 inhibitor	RXFP1 agonist	USP1-UAF1 inh	12-LOX inh	TrxR1 substrate
S=c1[nH]nc(-c2ccccc2)n1/N=C/c1cccc(Br)c1	9%	-3%	7%[57.1 µM]	7%	-3%	-4.2%	?	6%	11%[57.1 µM]
Cc1cc(N)n2ncc(-c3ccc(Cl)cc3)c2n1	7%	-23%	2%	-11%	-6%	0.0%	-6%	17%	35%
Fc1ccc(-c2cc(C(F)(F)F)n3ncnc3n2)cc1	7%	1%	-12%	1%	15%	4.6%	-20%	-16%	97%[activator]
CCCCCCOC(=O)CCc1c(C)nc(N)[nH]c1=O	5%	1%	-4%	-8%	0%	3.1%	-3%	?	-6%
COc1cc(/C=C/C(=O)OCC(=O)NC(=O)C2COc3ccccc3O2)ccc1OC(F)F (stereo not given)	-3%	1%	11%	-16%	0%	·	-19%	-18%	1%
CC12CCC(C(=O)NNc3ccccc3)(OC1=O)C2(C)C (stereo not given)	7%	1%	3%	4%	-20%	2.1%	-19%	44%[activator]	5%
Cc1ccc2cc(C#N)c(SCC(=O)N3CCCc4ccccc43)nc2c1C	9%	0%	8%	3%	6%	2.5%	-6%	-10%	-1%
O=C1CCN(CCc2ccccc2)CCN1[C@H](COc1ccccc1)c1ccccc1	-1%	-3%&0%	28%&7%	-5%	-17%	0.0%	-20%	·	-3%&1%
CC(=O)Nc1ccc(NC(=O)CCCNC(=O)c2ccc(Cl)cc2)cc1	0%	4%	10%	13%	2%	-2.9%	-10%	-21%	-4%
CC(=O)N1CCOc2ccc(S(=O)(=O)NCCc3ccc(S(N)(=O)=O)cc3)cc21	-1%	2%	2%	-20%	1%[56.9 µM]	-0.8%	-10%	7%	-4%
CCOC(=O)C1=C(O)/C(=C\c2ccc(CNC(=O)C(=O)Nc3ccccc3)o2)N=C1C	0%	-7%	?	-8%	-25%	1.3%	-10%	?	-7%
COCC(C)NC(=S)NC(=O)c1cc(S(=O)(=O)N2CCOCC2)ccc1C (stereo not given)	-6%	2%	-2%[57.1 µM]	-1%	-1%	-0.5%	-12%	-15%	6%[57.1 µM]
O=C(COC(=O)c1ccc(N2CCCC2=O)cc1)c1ccc(OC(F)F)cc1	0%	-1%	17%	-4%	0%	28%	-24%	2%	4%
O=C(Nc1ccc(NC(=O)c2ccccc2F)cn1)c1ccco1	5%	3%	14µM*	2%	-23%	-1.0%	-19%	12%	-3%[57.1 µM]
O=S(=O)(Nc1ncccn1)c1ccc(NC(=S)N2CCN(c3cccc(C(F)(F)F)c3)CC2)cc1	3%	-1%	-6%	0%	-52%	·	-9%	97%[activator]	-4%
COC(=O)c1ccc(C(=O)OC)c(NC(=S)N2CCC(C)CC2)c1	5%	-12%	-7%	2%	-52%	2.7%	-15%	13%	15%
O=C(O)c1cc(-c2ccc(Cl)s2)nc2ccccc12	8%	3%	46%	0%	-5%	?	-3%	-23%	179%[activator][57.1 µM]
O=C(COC(=O)c1ccc2ncsc2c1)NCc1cccc(Cl)c1	-1%	-1%	2%	9%	12%	-0.7%	-4%	-25%	-4%
CCN(CC)C(=O)Cn1c(=O)n(-c2ccc(Cl)cc2)c(=O)c2c3c(sc21)CCCCC3	-1%	2%	16%	0%	-3%	6.4%	-14%	-1%	7%
O=C(COc1cccc(-n2cnnn2)c1)N1CCOCC1	9%	0%	6%	2%	-1%	1.4%	-20%	-5%	1%
CC(NCc1ccccc1O)c1ccccc1 (stereo not given)	20%	-2%	8%	-3%	3%	-1.9%	-21%	0%	-4%
CCOC(=O)c1c(CSc2ccccc2)n(C)c2ccc(O)c(CN3CCN(C)CC3)c12	8%	2%	9%	0%	-10%	-1.3%	-18%	?	5%
Cc1cnc(C(=O)OCC(=O)NCc2cccc(Cl)c2)cn1	2%	-3%	20%	12%	-6%	-1.1%	0%	-9%	-4%
COc1cccc(NC(=O)Nc2cc(Cl)ccc2C)c1	13%	-4%	5%[57.1 µM]	-2%	-15%	3.6%	3%	-7%	-10%[57.1 µM]
CCOC(=O)C1=C(C)Nc2nc(C)nn2C1c1cc(OC)ccc1OC (stereo not given)	11%	-1%	12%[57.1 µM]	5%	9%	-0.1%	-20%	464%[activator]	4%[57.1 µM]
CCN(CC)C(=O)/C(=C/c1ccc2c(c1)OCO2)NC(=O)c1ccc(Br)cc1	-10%	-2%	-8%[57.1 µM]	4%	-3%	0.5%	-8%	-18%	-3%[57.1 µM]
CC(=O)c1ccc2cc3c(cc2c1)OCO3	2%	3%	·	-1%	·	·	-25%	-9%	·
CCOc1ccc2nc(N3CCCN(C(=O)Nc4ccccc4C)CC3)c(C#N)cc2c1	-1%	0%	9%	2%	-19%	1.5%	?	?	2%
Cc1nn(C)c2ncc(C(=O)c3cc(F)ccc3O)cc12	4%	-8%	20%[57.1 µM]	5%	4%	2.0%	0%	180%[activator]	-13%
C/C(=C\c1ccccc1)C(=O)Nc1ccc(Cl)cn1	5%	-6%	14%	6%	-43%	0.9%	-21%	7%	-1%
C[C@@H]1CN([C@H](C)CO)C(=O)CCCn2nncc2CO[C@@H]1CN(C)C(=O)Nc1ccc2c(c1)OCO2	4%	-9%	·	-9%	·	·	-21%	5%	·
CCOC(Cn1c(SCc2cc(C(C)=O)ccc2OC)nc2ccccc2c1=O)OCC	-1%	2%	9%	-13%	17%	0.4%	-2%	-16%	-3%
O=Cc1ccc(Sc2nnc(-c3ccccc3)o2)c([N+](=O)[O-])c1	-3%	?	5µM*	-2%	?	8.8%	-19%	·	10%
c1cncc(CSc2ccc(-c3cccnc3)nn2)c1	-3%	4%	-8%	5%	31%	0.6%	-1%	4%	-5%
Cc1ccc(S(=O)(=O)NC2(C(F)(F)F)NC(=O)N(C)C2=O)cc1 (stereo not given)	1%	0%	21%	0%	-7%	0.3%	-11%	4%[57.4 µM]	12%
Cc1[nH]c2ccc(C(=O)N3CCN(c4cccc(Cl)c4)CC3)cc2c1C	6%	?	12%	-17%	-23%	2.2%	?	-18%	1%
Cc1ccc(NC(=O)C(Cc2ccccc2)n2cccc2)c(C)c1 (stereo not given)	-11%	4%	3%	-1%	20%	-1.9%	0%	-9%	-3%
C=CCOn1c(=O)c(-c2ccc(F)cc2)[n+]([O-])c2ccccc21	-5%	-3%	5%	3%	2%	5.2%	-18%	10%	3%
COc1ccccc1NC(=O)c1cc(Cl)ccc1NC(=O)c1ccco1	6%	1%	-7%	-2%	-29%	1.2%	-10%	21%	38%[activator]
COc1cccc(/C=C2/Sc3ccc(C(=O)NCCCN4CCCC4)cc3NC2=O)c1	9%	-13%	-6%	-1%	-17%	0.0%	-19%	?	-4%

Taken from above.
CCOC(Cn1c(SCc2cc(C(C)=O)ccc2OC)nc2ccccc2c1=O)OCC @ Vif-APOBEC3G blk = 2%
CCN(CC)C(=O)/C(=C/c1ccc2c(c1)OCO2)NC(=O)c1ccc(Br)cc1 @ 12-LOX inh = -18%

More entries follow.
SMILES	mIDH1 inhibitor	Vif-APOBEC3G blk	rTrxR1 inhibitor	Vif-A3F inh	RGS4 inhibitor	RXFP1 agonist	USP1-UAF1 inh	12-LOX inh	TrxR1 substrate
O=C(Nc1ccccc1)C1(c2ccccc2)CC1(Cl)Cl (stereo not given)	5%	-6%	14%	-8%	-12%	-0.7%	-15%	0%	0%
CCCCn1c(N)c(N2CCOCC2)c(=O)n(CC(=O)NC(C)c2ccccc2)c1=O (stereo not given)	-1%	1%	1%[57.1 µM]	-10%	-10%	0.5%	-11%	0%	2%[57.1 µM]
COC(=O)CSc1nnc2n1C(C)(C)Cc1ccccc1-2	-1%	0%	0%[57.1 µM]	2%	27%	1.6%	-5%	0%	6%[57.1 µM]
Cc1nnc(SCC(=O)NCc2ccc3c(c2)OCO3)[nH]c1=O	-1%	3%	3%	-1%	3%	-0.5%	-8%	?	2%
COc1ccc(/C=C2\SC(=O)N(CCC(=O)N3CCN(C)CC3)C2=O)cc1	10%	0%	-18%	-1%	-14%	-0.3%	-19%	-17%	-16%
O=C(CN1CCCN(S(=O)(=O)c2ccc(Br)cc2)CC1)Nc1cccc(C(F)(F)F)c1	1%	4%	50µM*	1%	-26%	1.6%	-23%	?	-7%
Cc1ccc2[nH]c(=O)c(CN(CCCO)Cc3nnnn3Cc3ccco3)cc2c1	·	1%	28µM*	·	-45%	·	·	·	0%
Cc1c(C(=O)N2CCCC(C)C2)sc2ncnc(N3CCCCC3C)c12 (stereo not given)	-8%	1%	-3%	3%	-14%	0.6%	-20%	-5%	-7%
Cc1ccc2c3c([nH]c2c1C)-c1nonc1CC3	5%	-4%	-18%	6%	-6%	0.3%	-11%	1%[57.4 µM]	17%[57.1 µM]

Two of the compounds above, with two lines to a compound:
The line under a structure holds: mIDH1 inhibitor | Vif-APOBEC3G blk | rTrxR1 inhibitor | Vif-A3F inh | RGS4 inhibitor | RXFP1 agonist | USP1-UAF1 inh | 12-LOX inh | TrxR1 substrate
- COc1ccc(/C=C2\SC(=O)N(CCC(=O)N3CCN(C)CC3)C2=O)cc1
→ 10% | 0% | -18% | -1% | -14% | -0.3% | -19% | -17% | -16%
- Cc1nnc(SCC(=O)NCc2ccc3c(c2)OCO3)[nH]c1=O
→ -1% | 3% | 3% | -1% | 3% | -0.5% | -8% | ? | 2%
